Screening data: PubChem, National Center for Advancing Translational Sciences (NCATS)
Mito fusion act – mitochondrial division inhibition or fusion activation | S. cerevisiae fusion-defective mutant growth rescue, CellTiterGlo 48 h | Potency, µM (doses to about 46.1 µM), for inactives: at the highest dose growth rescue (activation), actives largely listed as activators | 0.23% of 320,000 active;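 further: potency means the concentration at half of the fitted maximal effect; % of control where 0% means no effect; nearly all actives have a fitted effect of over 45% in size; temperature-sensitive fusion mutants such as fzo1-1 at 37 °C on non-fermentable ethanol glycerol medium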
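Temperature-sensitive fusion-defective S. cerevisiae (e.g. fzo1-1, mgm1-5) were grown with compound in YPEG medium (3% ethanol, 3% glycerol) for 48 hours at 37C. Growth rescue was measured as viability by CellTiterGlo luminescence after 10 minutes at ambient.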
TRPV1 agonist – activates the human vanilloid receptor TRPV1; Q8NER1; TRPV1-expressing cells, Fluo-8 calcium influx, agonist mode; activation, % at 8.33 µM; 0.19% of 320,000 active; AID 540275; in the data active means activation above about 80%; inconclusive means between about 30% and that limit; further: 0% is about no effect
Target sequence (Q8NER1 whole entry, looked up): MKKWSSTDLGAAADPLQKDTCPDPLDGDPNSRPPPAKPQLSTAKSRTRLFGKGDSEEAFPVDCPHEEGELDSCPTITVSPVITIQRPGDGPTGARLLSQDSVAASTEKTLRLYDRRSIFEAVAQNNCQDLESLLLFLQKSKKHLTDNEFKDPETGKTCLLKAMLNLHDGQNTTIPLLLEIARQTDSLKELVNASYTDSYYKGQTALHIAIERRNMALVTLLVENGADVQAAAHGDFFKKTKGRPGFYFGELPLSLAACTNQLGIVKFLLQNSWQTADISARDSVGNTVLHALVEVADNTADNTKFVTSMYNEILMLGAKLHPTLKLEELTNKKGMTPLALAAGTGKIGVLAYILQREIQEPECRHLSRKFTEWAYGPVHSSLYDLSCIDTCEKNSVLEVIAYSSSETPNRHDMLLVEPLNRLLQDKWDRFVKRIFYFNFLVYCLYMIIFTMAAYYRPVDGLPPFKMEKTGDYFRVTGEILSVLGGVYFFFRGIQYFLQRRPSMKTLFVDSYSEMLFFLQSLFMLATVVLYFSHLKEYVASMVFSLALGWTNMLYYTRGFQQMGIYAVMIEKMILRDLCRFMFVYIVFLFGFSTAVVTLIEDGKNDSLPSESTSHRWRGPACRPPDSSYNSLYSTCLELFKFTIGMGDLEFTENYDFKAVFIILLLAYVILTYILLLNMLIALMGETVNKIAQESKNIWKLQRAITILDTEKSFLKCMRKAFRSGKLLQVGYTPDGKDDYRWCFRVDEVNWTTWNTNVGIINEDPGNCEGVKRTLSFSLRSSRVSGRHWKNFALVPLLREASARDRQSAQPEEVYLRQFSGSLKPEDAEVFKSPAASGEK
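Fluo-8 calcium influx in TRPV1-expressing cells, kinetic read (ex 480/em 520 nm). Compound added and read 3 min for agonist activity, followed by capsaicin at EC20 final and 2 min further read for enhancement.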
TSHR antagonist – blocks TSH signaling through the human TSH receptor; P16473; TSHR-expressing cells, TSH-stimulated cAMP HTRF, 2 h; hits give low values; activity change, negative = inhibition, % at 11.5 µM; 0.2% of 330,000 active; AID 504810;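 active means activity change below a set negative limit, meaning inhibition stronger than a set level, cut at about -70% in these data; inconclusive means activity change between two set negative limits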; further: on the % scale 0 is the no-effect control and ±100 the full control effect
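Competitive HTRF cAMP read-out (cryptate anti-cAMP antibody, cAMP-d2; 30 min, room temperature) in freshly harvested TSHR cells. Compounds added before TSH at EC80 (4nM final), followed by 2 hours' incubation at 37 deg C.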
Eya2 inh – Eya2 (human) phosphatase inhibition; recombinant Eya2, OMFP fluorescence dephosphorylation (OMFP is methylfluorescein phosphate); Potency, µM (series often up to 76.9 µM), for inactives: at the highest dose activity, negative = inhibition, usual class: inhibitors; 0.006% of 330,000 active; further: potency means the concentration at half of the fitted maximal effect; on the % scale 0 is the no-effect control and ±100 the full control effect
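Eya2 (0.2 uM) preincubated 10 min at ambient with compound, then OMFP substrate added at 50 uM; 10 min reaction in 50 mM HEPES pH 7.5, 50 mM NaCl, 5 uM MgCl2, 0.05% BSA, 1 mM DTT. Fluorescence read at Ex 485/Em 525 nm.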
AT treatment – candidate therapy for ataxia-telangiectasia; 0.19% of 320,000 active; […] A-T fibroblasts, KAP-1 phosphorylation AlphaLISA; neocarzinostatin DNA damage 30 min before lysis; Potency, µM (highest dose often 57.5 µM), for inactives: at the top dose activation, hits mostly activators; further: potency means the concentration at half of the fitted maximal effect; % of control where 0% means no effect; nearly all actives have a fitted effect of over 45% in size
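ATM-like activity read as KAP-1 phosphorylation via AlphaLISA donor/acceptor antibody pairs after lysis and 6 hr at 25C. Cells were ATM-null patient fibroblasts ([…], hTERT), dosed 60 min, then exposed to the DSB inducer NCS for 30 min.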
USP2a block – blocks human ubiquitin-specific protease USP2a. USP2 core, Ub-CHOP2 coupled fluorogenic reporter, 485/531. Potency, µM (titrated, usually from 38.3 µM), inactives show at the top dose activity change, negative = inhibition, usual class: inhibitors. 0.01% of 330,000 active;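 further: potency means the concentration at half of the fitted maximal effect; plate controls were DMSO wells for no effect and full inhibition by NEM control for full effect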
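USP2 core (10nM final) preincubated 30min RT with compound in 20mM Tris-HCl pH 8.0, 2mM CaCl2, 2mM beta-mercaptoethanol, 0.05% CHAPS; 25nM Ub-CHOP2 plus 25nM reporter substrate added, fluorescence (Ex485/Em531) read after 60min.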
KCNH2 3.1 block – KCNH2 3.1 (human) potassium channel inhibition; activity change, % (tested at about 1.8 µM); AID 720553; 0.95% of 340,000 active; U2OS KCNH2 3.1, thallium flux FluxOr; hits give low values;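 active means maximum activity change below -70%; inconclusive means maximum activity change from -70% to -50%; inactive means maximum activity change above -50%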;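 further: thallium influx rate constant from kinetic fluorescence after stimulation buffer; on the % scale 0 is the no-effect control and ±100 the full control effect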
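Steps: virus added to U2OS suspension (4 h, RT, dark); medium with 10% FBS added, cells plated, 37 C overnight; FluxOr/Red40 loading buffer 45 min RT; stimulation buffer, 2 min kinetic read; rate constant normalized.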
TCR act – activates T cell receptor signaling | primary human leukocytes, anti-CD3, IL-2 HTRF, 48 h | 330,000 tested, under 10 active | Potency, µM (top dose mostly 9.22 µM), inactives show at the top dose activation of IL-2 secretion, most hits filed as activators; further: % of control where 0% means no effect
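Readout: HTRF IL-2, Eu-cryptate/d2 antibody pair, 320nm excitation, 665nm emission. Stimulus: a-CD3 beads, no co-stimulation. Cells: primary human leukocytes. Exposure: 48 hr with compound.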
ELG1 repair inh – inhibitors of ELG1-dependent DNA repair in HEK293T cells; HEK293T ELG1-luciferase reporter, luminescence, 16 h; DNA damage induced by 5-fluorouridine; Potency, µM (doses to about 46.1 µM), for inactives: at the top dose activity change, negative = inhibition, most hits filed as inhibitors; 2.3% of 330,000 active; AID 504467; further: potency means the concentration at half of the fitted maximal effect; on the % scale 0 is the no-effect control and ±100 the full control effect; nearly all actives have a fitted effect of over 55% in size
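Overnight (16 hr) co-exposure of 2,000 cells/well to 5-fluorouridine and compound at 37 °C preceded detection. Luciferase was quantified via ONE-Glo luminescence; loss of signal denotes inhibition.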
hERG WT inh – inhibitors of human wildtype KCNH2 potassium channel; Q12809; U2OS, BacMam KCNH2, thallium flux FluxOr; hits give low values; activity change, % at 1.84 µM; 0.37% of 340,000 active; AID 720551;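 active means maximum activity change below -70%; inconclusive means maximum activity change between -70% and -50%; inactive means maximum activity change above -50%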; further: on the % scale 0 is the no-effect control and ±100 the full control effect
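U2OS cells were transduced with wild-type KCNH2 virus (2.03 x 10^8 / mL) for 4 h at room temperature, then cultured overnight at 37 C. Thallium flux was read with FluxOr dye. Rate constants were normalized to DMSO controls.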
Active calls of the source: *; ? = inconclusive; . = not tested or not shown; & = joins results of further samples; [ ] = dose if it differs, or a comment. Unless noted, the call rests on the fitted dose curve; in most records, active means well fitted curve in the direction sought with a large enough effect; inconclusive means small, poorly fitted or top-dose-only effect, or another doubt; inactive means no such curve, though single readings can be large; an effect the other way counts as inactive or inconclusive.

SMILES | Mito fusion act | TRPV1 agonist | TSHR antagonist | Eya2 inh | AT treatment | USP2a block | KCNH2 3.1 block | TCR act | ELG1 repair inh | hERG WT inh
CC(C)[C@@H](C(=O)N1CCN(C(=O)OC(C)(C)C)CC1)n1cc(CCO)nn1 | -3.4% | 1.6 | -9.6 | 9.3% | -2.1% | 0.2% | 6.8 | -4.9% | 0.0% | 1.7
C/C(=N\NC(=O)c1cc(-c2ccccc2C)nc2ccccc12)c1cccnc1 | -0.9% | 5.3 | 7.5 | 0.2% | -6.1% | 4.5% | -15.7 | -3.6% | 3.9% | -21.2
CC(=O)c1c(C)[nH]c(C(=O)OC2CCOC2=O)c1C (configuration not stated) | 1.4% | 3.7 | -13.0 | -28.2% | 1.2% | 8.1% | -2.2 | . | 0.9% | 0.7
CCc1ccccc1NS(=O)(=O)c1ccc2[nH]cc(C(=O)NC3CCCC3)c(=O)c2c1 | 0.0% | 2.5 | -2.1 | -2.2% | -4.5% | 1.8% | -2.1 | -4.9% | ? | -3.9
Cc1ccc(S(=O)(=O)N(C)c2ccc(OC(=O)c3cccs3)cc2)cc1 | . | . | 6.8 | -18.1% | 2.0% | -2.6% | 13.1 | -8.4%[46.1 µM] | -15.4% | -0.5
CCOc1ccccc1NC(=S)NC(=O)CCc1ccccc1 | -13.3% | 0.3 | -13.0 | 12.4% | 23.8% | -2.7% | 29.8 | -0.1% | -23.7% | -8.8
CC(=O)c1c(C)[nH]c(C(=O)CSc2nnc(CN3CCCCCC3=O)n2-c2ccccn2)c1C | -7.5% | 1.3 | 4.0 | -8.9% | 4.5% | 0.8% | ? | -1.7% | 17.3% | -19.6
CC(=O)Nc1cccc(NC(=O)C2CCCN2C(=O)Nc2cccc(C)c2)c1 (configuration not stated) | -1.2% | -3.3 | -6.1 | 7.8% | 0.7% | 3.8% | 2.8 | -4.1% | -9.5% | -3.2
O=C(CCCN1C(=O)/C(=C\c2ccco2)SC1=S)Nc1ccc2ccccc2c1 | 1.1% | -0.6 | -12.1 | 2.1% | -2.5% | -3.0% | -10.3 | -0.7%[46.1 µM] | 9.7% | -4.7
O=c1c2ccccc2[nH]c(=S)n1Cc1ccccc1Cl | -15.9% | ? | 15.1 | -9.7% | -5.6% | -0.6% | -23.3 | 5.0% | 17.6% | 1.3
COc1ccc(-c2nnc(SCC(=O)NC3CC3)o2)c(OC)c1 | -4.3% | 4.4 | 0.6 | 19.6% | -1.7% | 2.8% | 4.6 | 4.2% | ? | -13.9
COc1ccccc1NC(=O)c1ccc(S(=O)(=O)N(C)C)cc1 | 0.6% | 8.7 | 2.6 | -1.0% | 8.4% | 1.1% | -1.7 | 8.8% | 18.8% | 1.2
COC(=O)c1ccc(C(=O)OC)c(NC(=O)CCC(=O)O)c1 | 3.6% | -4.3 | -4.3 | -17.3% | 0.4% | 0.0% | 5.6 | 3.1% | ? | 4.6
COCCN(C(=S)Nc1ccc(Cl)cc1OC)C1CCN(C(C)=O)CC1 | 0.1% | -4.4 | 4.8 | 10.8% | 4.5% | -1.2% | 20.8 | -7.8% | -5.0% | -7.2
CN(C)C(=O)/C(=C\c1ccc(-c2cccc([N+](=O)[O-])c2)o1)NC(=O)c1ccccc1 | -2.9% | 4.5 | -3.4 | -20.2% | -0.1% | -5.5% | -5.4 | 3.4% | 20.6µM* | 1.4
C[C@@H]1CC=C[C@H]2[C@H]1C(=O)N(Cc1ccccc1)[C@H]2c1ccc(-c2ccoc2)cc1F | -30.3% | 4.9 | -13.2 | -8.9% | -12.9% | 6.3% | . | -2.7% | 6.6% | .
CCOc1cc(/C=C(\C#N)C(=O)NCc2cccnc2)ccc1O | 2.2% | 10.0 | -2.4 | 14.4% | -6.5% | -1.0% | 6.0 | -3.0% | -3.3% | .
O=C(/C=C/c1ccc2c(c1)OCO2)NCC1CCCO1 (configuration not stated) | 3.7% | 4.9 | 2.3 | -1.4% | 2.3% | 0.6% | 12.3 | -102.7% | ? | 3.6
COc1ccc(-c2cn(-c3ccccc3)nc2CO)cc1 | -4.9% | 4.4 | -7.8 | 7.4% | 7.5% | 0.0% | 1.7 | 2.6% | ? | 2.3
O=C(Cc1cc(=O)[nH]c(=O)[nH]1)N1CCN(C(=O)c2ccco2)CC1 | 1.0% | -3.4 | -5.3 | -2.0% | 11.3% | 2.9% | 18.6 | 2.7%[46.1 µM] | 7.1% | 3.1

Compounds shown so far that have an aryl thioether with sulfur outside any ring (2):
SMILES | Mito fusion act | TRPV1 agonist | TSHR antagonist | Eya2 inh | AT treatment | USP2a block | KCNH2 3.1 block | TCR act | ELG1 repair inh | hERG WT inh
CC(=O)c1c(C)[nH]c(C(=O)CSc2nnc(CN3CCCCCC3=O)n2-c2ccccn2)c1C | -7.5% | 1.3 | 4.0 | -8.9% | 4.5% | 0.8% | ? | -1.7% | 17.3% | -19.6
COc1ccc(-c2nnc(SCC(=O)NC3CC3)o2)c(OC)c1 | -4.3% | 4.4 | 0.6 | 19.6% | -1.7% | 2.8% | 4.6 | 4.2% | ? | -13.9

Additional results follow.
SMILES | Mito fusion act | TRPV1 agonist | TSHR antagonist | Eya2 inh | AT treatment | USP2a block | KCNH2 3.1 block | TCR act | ELG1 repair inh | hERG WT inh
CCCCN(C(=O)CSc1nnc(-c2ccco2)o1)c1c(N)n(Cc2ccccc2)c(=O)[nH]c1=O | 5.3% | -0.5 | -2.7 | 2.1% | 2.3% | -0.4% | -7.2 | 0.3% | ? | 4.1
O=C(NCCc1c[nH]c2ccccc12)C(=O)NCC1OCCCN1S(=O)(=O)c1cc(F)ccc1F (configuration not stated) | 4.1% | 10.4 | -16.4 | -2.4% | -17.6% | 0.6% | -10.3 | -4.3% | 20.6µM* | -3.9
COc1cc(C(C2C(=O)CC(C)(C)CC2=O)C2C(=O)CC(C)(C)CC2=O)cc(OC)c1OC | 1.0% | 3.2 | 2.8 | -3.0% | -1.0% | -0.8% | -6.2 | -1.4% | 24.7% | -5.4
COc1ccc(-c2noc(N3CCC(C(=O)Nc4cc(OC)c(OC)c(OC)c4)CC3)n2)cc1 | -14.2% | 6.3 | -10.4 | -21.4% | 9.2% | 1.0% | 8.6 | 0.1% | 1.1% | 16.8
c1cnc2c(c1)ccc1cccnc12 | ? | -8.3&-1.5 | -12.9&-14.3&20.9 | 0.6%&7.7%&-12.8% | 3.3%&7.2% | 1.0%&3.9% | -11.3&12.1 | 6.6%&-11.1% | ? | 1.2&3.2
CC1CCCCN1C(=O)c1cnn2c(C(F)(F)F)cc(-c3ccco3)nc12 (configuration not stated) | 2.2% | 5.9 | 26.7 | -18.9% | 3.1% | 1.7% | -12.2 | 9.6% | 5.0% | -19.9
CN(C)CCCNC(=S)Nc1ccc(Br)cc1 | 1.4% | 5.4 | 5.0 | 4.4% | 8.1% | -0.5% | -2.8 | 1.4% | ? | 9.9
CC(C)C(NC(=O)c1ccccc1)c1nnc(SCC(=O)Nc2nccs2)n1C (configuration not stated) | 2.1% | -2.7 | 6.7 | 6.2% | -3.6% | 3.7% | -3.3 | 5.8% | -3.4% | 0.8
O=C(c1ccc(Br)cc1)c1cc([N+](=O)[O-])ccc1N1CCOCC1 | -1.4% | 8.0 | -6.2 | 2.6% | 0.8% | -4.7% | 2.7 | 7.6% | ? | .
CC(c1nnc(SCn2nnc3ccccc3c2=O)n1-c1ccc(Cl)cc1)N(C)C (configuration not stated) | -22.7% | -1.5 | -3.1 | 5.0% | 3.0% | -1.3% | -11.7 | -0.6% | -0.6% | -8.8
O=C(CC1Sc2ncnn2C1=O)Nc1ccc(Br)cc1 (configuration not stated) | 5.5% | 0.0 | 2.0 | 13.3% | 0.2% | -0.7% | 3.3 | -1.4% | 4.9% | -16.0
O=C(c1cc(S(=O)(=O)N2CCC3(CC2)OCCO3)ccc1F)N1CCCCC1 | -5.9% | 11.6 | 6.9 | -0.4% | 4.8% | 1.4% | -7.0 | -6.4% | -16.2% | -3.7
CC(C)=C(NC(=O)c1ccccc1)C(=O)Nc1cccc(C)c1 | 2.1% | 1.7 | -2.9 | -2.4% | 1.3% | -0.8% | -11.2 | -2.9% | 4.8% | ?
CN(Cc1ccccc1)C(=S)NC(=O)c1ccccc1 | -4.2% | 7.6 | -2.8 | -10.1% | 4.3% | 0.7% | -10.4 | -27.8% | -8.4% | -29.1
CC(NC(=O)c1cc(-c2ccccn2)nc2ccc(Cl)cc12)C1CCCO1 (configuration not stated) | -2.1% | 8.8 | 4.1 | 0.4% | 8.4% | 0.5% | -15.6 | 0.1% | ? | -5.9
CC12C=CC3(CN(Cc4ccccc4)C(=O)C3C1C(=O)NCc1ccco1)O2 (configuration not stated) | 2.9% | -2.1 | 7.1 | 19.1% | -0.9% | 3.8% | -17.4 | 5.0% | 12.6% | 12.1

Some of the compounds tested; count on the stated rates, not on these rows.
